Gli-Sufu antag: Gli-Sufu pathway antagonists, primary screen, luciferase luminescence, Sufu-KO-LIGHT cells, uHTS; 0.74% of 340,000 active; inhibition, % at 5 µM; Sufu-KO-LIGHT fibroblasts, Gli luciferase reporter luminescence;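 active = inhibition above about 55%, limit read from the data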;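 also: 0% = DMSO-treated cells and 100% = wells with medium but no cells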
APJ ag: agonists of human apelin receptor APJ, primary screen, CHO-K1 cells, PathHunter beta-arrestin, luminescence; P35414; 0% DMSO wells, 100% apelin; activation, % at 20 µM; 0.11% of 330,000 active; AID 2520, 2010;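 active = activation more than six SD over the plate average, tested at 20 µM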;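 also: 0% = DMSO alone and 100% = apelin-13 at 10 nM; some results filed as inactive read as strong as hits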
Target sequence (P35414 whole entry, looked up): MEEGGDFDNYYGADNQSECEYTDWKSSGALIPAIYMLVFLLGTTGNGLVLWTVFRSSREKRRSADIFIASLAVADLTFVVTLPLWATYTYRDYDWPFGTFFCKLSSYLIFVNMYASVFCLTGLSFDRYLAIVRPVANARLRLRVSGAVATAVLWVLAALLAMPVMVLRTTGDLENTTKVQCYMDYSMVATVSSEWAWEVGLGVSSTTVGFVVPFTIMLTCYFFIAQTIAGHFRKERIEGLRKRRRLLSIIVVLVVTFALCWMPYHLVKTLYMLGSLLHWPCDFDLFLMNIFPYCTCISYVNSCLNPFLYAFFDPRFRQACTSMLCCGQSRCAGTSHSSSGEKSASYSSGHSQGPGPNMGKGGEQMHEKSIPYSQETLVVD
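Incubation: overnight seeding, 90 min compound at 25 °C, 1 h detection; test system: PathHunter CHO-K1 APJ (AGTRL-1) beta-arrestin reporter cells; amount: 1000 cells/well; doses: one dose, 20 µM compound, 1% DMSO; measured by: beta-gal luminescence; measure: agonist-driven arrestin binding to APJ; benchmarks: negative DMSO alone, positive Apelin-13 at 10 nM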
CXCR6 inh: CXCR6 receptor inhibitors, primary screen, cell-based, beta-arrestin, luminescence, CHO-K1 PathHunter, 1536-well. C-X-C chemokine receptor type 6 (Homo sapiens), O00574. inhibition, % at 20 µM. 0.36% of 360,000 active; in the data active = inhibition above about 34%, passing the limit was not always enough;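 also: antagonist mode with CXCL16 agonist at 10 nM final; 0% = 10 nM CXCL16 with DMSO and 100% = unstimulated wells without agonist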
ATG4B inhibitor: ATG4B protease inhibitors, primary screen, biochemical, fluorescence, uHTS | 0.51% of 340,000 active | AID 504462, 2011 | inhibition, % at 8.33 µM | ATG4B cleavage of LC3-PLA2, NBD-HPC fluorescence, 1 h | Cysteine protease ATG4B (Homo sapiens), Q9Y4P1; in the data active = inhibition above about 40%
UBC13 inh: UBC13 polyubiquitin chain formation inhibitors, primary screen, biochemical, TR-FRET, uHTS; 0.47% of 330,000 active; AID 485273, 2010; inhibition, % at 20 µM; in the data active = inhibition above about 45%, passing the limit was not always enough
Target sequence (P61088 whole entry, looked up): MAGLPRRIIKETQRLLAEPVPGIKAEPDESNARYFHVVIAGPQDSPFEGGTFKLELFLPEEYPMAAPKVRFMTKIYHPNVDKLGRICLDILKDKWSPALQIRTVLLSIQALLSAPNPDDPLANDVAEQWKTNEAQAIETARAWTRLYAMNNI
CCR6 antag: CCR6 receptor antagonists, primary screen, cell-based, CHO-K1, luminescence, beta-arrestin, uHTS; C-C chemokine receptor type 6 (Homo sapiens), P51684; CHO-K1 CCR6 PathHunter beta-arrestin, CCL20-stimulated; inhibition, % at 20 µM; 0.49% of 340,000 active; AID 493098, 2011;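 active = compounds whose inhibition of the agonist-driven luminescence signal at 20 µM reaches about 50%, limit read from the data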;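 also: cells stimulated with CCL20 at 14 nM final; plate controls were DMSO with CCL20 for no effect and DMSO without agonist for full effect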
Target sequence (P51684 whole entry, looked up): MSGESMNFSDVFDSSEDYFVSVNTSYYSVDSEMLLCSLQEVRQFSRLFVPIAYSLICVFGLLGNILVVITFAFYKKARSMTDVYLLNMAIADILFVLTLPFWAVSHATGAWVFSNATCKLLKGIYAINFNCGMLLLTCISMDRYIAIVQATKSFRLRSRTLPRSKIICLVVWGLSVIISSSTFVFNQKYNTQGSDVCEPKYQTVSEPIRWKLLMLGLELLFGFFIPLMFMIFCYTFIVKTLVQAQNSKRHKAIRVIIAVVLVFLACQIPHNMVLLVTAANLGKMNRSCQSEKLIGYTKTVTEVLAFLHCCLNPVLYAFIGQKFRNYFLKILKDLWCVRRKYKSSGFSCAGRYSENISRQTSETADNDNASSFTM
EBI2 block: EBI2 receptor antagonists, beta-arrestin recruitment, primary screen, cell-based, luminescence, 7a,25-OHC stimulation, uHTS. G-protein coupled receptor 183 (Homo sapiens), P32249. 7a,25-OHC stimulated. inhibition, % at 5 µM. 0.81% of 360,000 active; in the data active = inhibition above about 38%;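 also: enzyme fragment complementation signal reports receptor beta-arrestin coupling in cells; 0% = agonist plus DMSO wells and 100% = wells without agonist; some results beyond the cut were filed as inactive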
APJ antag: antagonists of human apelin receptor APJ, primary screen, CHO-K1 cells, beta-arrestin complementation, luminescence; P35414; inhibition, % at 20 µM; 0.32% of 330,000 active;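 active = inhibition above about 40% at 20 µM, limit read from the data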;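 also: cells challenged with 10 nM apelin-13 agonist together with compound; plate controls were apelin-13 plus DMSO wells for no effect and DMSO wells lacking apelin-13 for full effect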
Numbers without * were called inactive; / = no result given.

Values in the order – Gli-Sufu antag	APJ ag	CXCR6 inh	ATG4B inhibitor	UBC13 inh	CCR6 antag	EBI2 block	APJ antag
1: Cc1ccccc1SCC(=O)N1CCN(c2ccc(C(F)(F)F)cn2)CC1
  -1	3	6	7	-6	7	25	10
2: CCOc1ccc(OCCC(=O)OCC(=O)c2c(N)n(C)c(=O)n(C)c2=O)cc1
  -6	5	-8	2	1	-8	0	4
3: COc1cc(NC(=O)c2cccc(Cl)c2)c(OC)cc1NC(=O)CN1CCCCC1
  11	-3	6	1	-4	5	8	-3
4: CCn1nc(C)c(/C=N/NC(=O)Cn2nnc(N)n2)c1C
  9	1	3	3	2	-4	1	10
5: CCN(CC)c1nc2c(s1)C(=O)NCCC2
  -2	-1	-2	-9	3	6	-17	10
6: COCCNC(=O)c1nc2ccccc2s1
  -14	-3	-3	7	-16	17	-1	-25
7: N/C(=N\OC(=O)CCn1cccc(C(F)(F)F)c1=O)c1ccc(OC(F)(F)F)cc1
  -2	4	-32	-3	-4	-11	-6	-2
8: CC(C)(CC(=O)O)CC(=O)Nc1cc(C(F)(F)F)cc(C(F)(F)F)c1
  -1	-1	-6	0	4	0	-2	9
9: COCc1cc(=O)[nH]c(-c2csc(C)n2)n1
  9	2	3	-3	-9	7	-15	19
10: Cc1cc(Nc2ccc(Br)cc2F)n2nc(C)nc2n1
  -5	-4	8	2	0	-6	-10	10
11: Cc1occc1-c1nnc(SCC(=O)NCc2cccs2)n1CC1CCCO1 (centres undefined)
  11	/	-3	-2	/	15	-6	/
12: CC(=O)Nc1cccc(/C(C)=N/NC(=S)NC(C)C)c1
  -11	-1	-6	3	0	8	-11	-5
13: CC1Cc2ccccc2N1C(=O)CN(C)CC(=O)Nc1ccc(OC(F)(F)F)cc1 (centres undefined)
  /	-4	-11	3	11	8	2	5
14: O=C(NCC(=O)N(c1cccnc1)C(C(=O)NC1CCCC1)c1ccccc1)c1ccco1 (centres undefined)
  2	-1	2	-4	7	4	-4	3
15: COc1cccc(/C=N/n2cnc3ccccc32)c1OC
  -116	-4	6	-10	7	7	-1	23
16: CC(C)C[C@@H](CN1CCCC1CN1C(=S)NC[C@@H]1Cc1ccc(O)cc1)N1C[C@H](Cc2ccc(O)cc2)N(CC2CCCCC2)C1=S (some centres undefined)
  28	/	6	/	/	12	31	/
17: C=CCNC(=O)N1CCC(n2nccc2NC(=O)CCc2ccccc2)CC1
  -5	-2	4	0	-5	2	-13	9
18: CCn1nnnc1SCC(=O)c1cccc(OC)c1
  -21	-3	-6	-10	12	8	-13	10
19: CCn1nc(C)c(CN2CCN(Cc3ccc(OC)c(C)c3C)C(CCO)C2)c1C (centres undefined)
  16	-2	4	-6	1	6	-4	6
20: COCC(=O)Nc1nc2ccc(C)cc2s1
  -91	3	0	-4	2	0	-2	8
21: CC1CCN(C(=O)CC(NC(N)=O)c2ccccc2Cl)CC1 (centres undefined)
  35	-1	4	-3	5	0	6	19
22: Nc1nonc1-n1nnc(C(=O)c2ccccc2)c1-c1ccccc1
  1	5	2	-4	-2	4	-1	10
23: N#Cc1ccc(COC(=O)c2ccc3c(=O)[nH]c(CN4CCOCC4)nc3c2)cc1
  8	-3	0	-12	-1	-8	-15	1
24: CCN1CCN(C(=O)c2ccc(CNS(=O)(=O)c3cccc(OC)c3)cc2)CC1
  -8	2	8	1	3	12	1	13
25: CN(C(=O)c1cccc(NC(=O)c2ccco2)c1)c1ccccc1
  -6	-6	1	4	1	-4	-8	5
26: COc1ccc(Cl)cc1N(CC(=O)NC(C)(C)C)S(=O)(=O)c1ccc(C)c([N+](=O)[O-])c1
  18	-4	5	-8	5	26	12	8
27: CC(C)N(Cc1cc2ccccc2[nH]c1=O)C(=O)C(C)(C)C
  -4	2	2	11	2	7	2	4
28: CCOCCCNCC(=O)NC1(C)C2CCC(C2)C1(C)C (centres undefined)
  -2	-1	6	-13	-6	11	10	1
29: O=C(O)c1cccc(-n2cc(-c3cccc(C(F)(F)F)c3)cn2)c1
  -140	-1	-9	-4	-3	-6	3	17
30: Cc1ccc(C)c(OCc2cc(C(=O)N3CC[C@@H]4CCCC[C@H]4C3)no2)c1
  1	7	-4	5	-1	0	8	-8
31: CN(C)C(=O)CCc1ccc2c3c([nH]c2c1)[C@]1(C)[C@@H](C(=O)N2CCOCC2)C[C@H](CC(=O)NCC24CC5CC(CC(C5)C2)C4)C(=O)N1CC3
  11	/	7	-8	/	18	7	/
32: Cc1onc(-c2ccccc2)c1C(=O)N1CCN(c2ccc([N+](=O)[O-])cc2)CC1
  5	-1	5	1	-9	4	-2	-20
33: COC(=O)c1cc(S(=O)(=O)N2CCOCC2)ccc1Sc1ccccc1N
  0	-2	1	-10	-10	6	-2	14
34: Cc1cc(C)cc(NC(=O)CCc2ccc(C)o2)c1
  2	-2	2	5	-8	14	13	3
35: CN(C)c1ccc(S(=O)(=O)NCC(=O)NCCC2=CCCCC2)cc1[N+](=O)[O-]
  -4	-2	5	-10	-10	3	-4	5
36: Cc1[nH]c2ccccc2c1/C=C/c1nc2ccccc2c(=O)n1-c1ccc([N+](=O)[O-])cc1
  22	2	12	-8	-32	18	19	-11
37: CN(C)c1ccc(/C=C(\C#N)c2ccccn2)cc1
  -36	0	15	35	-7	6	5	-27
38: CC(C)CCNc1nc(N)c([N+](=O)[O-])c(N2CCCCCC2)n1
  15	-2	10	10	7	10	-13	7
39: C=CCn1c(SCC(=O)Nc2cc(NC(C)=O)ccc2OC)nnc1-c1cccnc1
  3	-6	-2	-7	3	4	2	11
40: NC(=O)CC[C@H](NC(=O)c1ccc(F)cc1)C(=O)OCC(=O)Nc1c(F)c(F)c(F)c(F)c1F
  1	-1	6	-1	-10	3	-14	0
41: O=C(CSc1nnc(Cc2ccccc2)o1)N1CCCC1
  8	-1	1	2	11	14	5	-1
42: O=C(Nc1cccc(OC(=O)c2ccco2)c1)c1ccco1
  -13	-6	-5	3	6	18	0	4
43: CC(C)(C)c1ccc2c(c1)N(CC(=O)N1CCOCC1)C(=O)CO2
  -4	-1	6	-5	11	2	0	-14
44: C=CCn1c(CCNC(=O)c2cccs2)nnc1SCC(=O)c1ccc(Cl)cc1
  3	-4	10	-9	5	15	4	16
45: COc1cc(/C=C/c2cccc[n+]2C)ccc1OCC(=O)Nc1cccc(Cl)c1
  -13	-3	0	-8	2	-5	-3	9
46: CCOc1ccccc1NC(=O)CCc1ccc(C)o1
  2	1	0	3	1	12	-6	4
47: CNC(=S)Nc1cccc(C(=O)OC)c1
  -101	-3	-5	6	0	1	-4	15
48: CC1=[N+](CC(=O)c2ccccc2)CCn2cccc21
  -33	-2	8	9	-6	8	1	8
49: COc1cc(C(=O)NC(=S)Nc2ccc3oc(=O)ccc3c2)cc(OC)c1OC
  5	-2	2	-6	8	11	-9	13
50: CC(Sc1nnc(C(C)Oc2ccccc2F)o1)C(=O)NCc1ccc2c(c1)OCO2 (centres undefined)
  3	-1	6	-10	-11	11	15	5
51: CC(=O)c1ccccc1NC(=O)COC(=O)CCC1CCCC1
  5	-2	6	-2	16	-4	8	-2
52: CC(=O)C(Sc1nc(N(C)C)nc(N(C)C)n1)C(=O)Nc1ccccc1 (centres undefined)
  -2	-4	4	-6	-2	-5	8	2
53: FC(F)Oc1ccc(NC(=S)N2CCN(Cc3ccccc3)CC2)cc1
  -19	-3	-14	7	6	-2	18	-7
54: Cc1ccc(S(=O)(=O)N2CCN(S(C)(=O)=O)CC2)cc1
  6	-2	10	3	12	12	2	-8
55: O=C(NNC(=O)C1CC1)c1cc(Cl)nc2ccccc12
  -7	0	-7	-10	-2	0	-9	3
56: O=C(CN1C(=O)NC2(CCCCC2)C1=O)NNC(=O)C1CC1
  -26	-3	0	-33	-7	0	-2	2
57: Cc1ccc(/C=N/NC(=O)Nc2ccccc2)o1
  -49	-3	-6	-9	-9	11	-11	-4
58: C=CC(O)Cc1c(C)n[nH]c1C (centres undefined)
  3	-4	-3	-5	-3	12	-5	-1
59: Cc1cccc(/N=C/c2c(O)cc(C)oc2=O)n1
  4	-4	0	-8	8	-8	1	6
60: CCCCS(=O)(=O)NC1=NCN(CCO)CN1
  1	-2	0	5	-8	-18	0	8

(more compounds)
Values in the order – Gli-Sufu antag	APJ ag	CXCR6 inh	ATG4B inhibitor	UBC13 inh	CCR6 antag	EBI2 block	APJ antag
61: Cc1cc(OCC(=O)NNC(=S)NC(=O)c2cccs2)ccc1Cl
  28	-9	13	-2	-4	17	5	34
62: CCOC(=O)c1ccc(CNC(=O)CSc2nnnn2-c2ccc(Cl)cc2)o1
  15	-7	0	-10	-5	4	0	6
63: COCCCNCCC(CCC(C)C)c1ccc2c(c1)OCO2 (centres undefined)
  5	-1	-1	-2	17	11	7	15
64: CC(=O)c1cnn(-c2ccc(Cl)c(Cl)c2Cl)c1C
  -16	-1	-4	1	-4	3	-13	7
65: CCCC(=O)OCC(=O)Nc1ccccc1Sc1ccccc1
  1	0	-4	1	14	8	1	-7
66: COc1nc(N)c(S(=O)(=O)c2ccccc2)cc1C#N
  0	-2	-1	-6	23	11	4	20
67: O=C(/C=C/c1cccc(F)c1)NC1CCN(Cc2ccccc2)CC1
  32	-4	-2	-6	6	11	2	5
68: C(=Cc1c[nH]c2ccccc12)c1ccc2ccccc2n1
  -63	/	-10	-1	/	-8	24	/
69: CC(=O)NC(CC(=O)OCC(=O)c1ccc(NC(=O)CC(C)C)cc1)c1ccccc1 (centres undefined)
  15	-3	9	-4	-4	-13	-8	5
70: CCN(C[C@H]1N[C@@](C)(C(=O)OC)[C@H]2C(=O)N(C)C(=O)[C@@H]12)S(=O)(=O)c1ccc(C)cc1
  -5	-3	0	/	2	-11	-3	9
71: COC(=O)C1(C)CN(S(=O)(=O)c2ccc(C)cc2)c2cc(OC)ccc2C1=O (centres undefined)
  3	-3	-10	-19	31	-9	-6	9
72: O=C(NCCCn1ccnc1)c1noc2c1CCCC2
  4	-3	6	0	12	-11	-5	21
73: CS(=O)(=O)Nc1ccc(S(=O)(=O)NCCc2ccccc2)cc1
  1	-4	2	-12	5	4	6	0
74: COc1cc(-c2nc3ccccn3c2/N=C/c2cccc(OC)c2O)ccc1O
  -26	0	1	-22	6	8	2	-14
75: O=C(CNS(=O)(=O)c1ccccc1)NCC(=O)OCc1ccccc1F
  2	1	-5	-7	4	-16	-16	-3
76: CCc1nc(SCc2ccc(Cl)cc2)n[nH]1
  -45	0	-7	-1	-14	0	-8	-3
77: O=C(COC(=O)CNC(=O)c1ccccc1)Nc1ccc(S(=O)(=O)N2CCOCC2)cc1
  5	0	2	-2	-1	11	-12	-9
78: CCCCOCCCNC(=O)Cc1ccccc1OC
  -3	0	1	-8	-3	6	6	12
79: COc1ccc(C(CNC(=O)c2ccc(C)c(S(=O)(=O)N3CCOCC3)c2)N2CCCC2)cc1 (centres undefined)
  11	/	-2	-11	/	4	7	/
80: C/C(=N\N1CCN(c2ccccc2)CC1)c1cccs1
  6	-1	6	4	-1	9	5	-14
81: CCOC(=O)c1[nH]c2ccccc2c1NC(=O)NC1CCCCC1
  6	0	-2	-5	-10	2	-2	7
82: COc1ccccc1CCNC(=O)c1cccc(S(=O)(=O)N2CCc3ccccc3C2)c1
  -2	3	7	11	5	17	6	-9
83: CCN1c2ccccc2N(C)C1(C)c1ccccc1 (centres undefined)
  38	/	4	0	/	24	-8	/

High-throughput results (PubChem)
